KB-3-1 cytotox = kills parental KB-3-1 adenocarcinoma cells; Potency, µM (series often up to 46.1 µM), for inactives: top-dose activity change, negative = cytotoxic, usual class: cytotoxic; KB-3-1 viability, CellTiter-Glo ATP luminescence, 72 h; AID 1347075; actives 1.4% (n = 400,000); note: potency is the fitted concentration of half-maximal effect; % is set by controls: 0 for no effect and ±100 for the full control effect; nearly all actives have a fitted effect of over 60% in size
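Using CellTiter-Glo luminescence, growth of non-resistant KB-3-1 adenocarcinoma cells is assessed 72 h after pin-tool compound addition at 37 °C. Normalized responses across the concentration series yield fitted curves.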
DRD3 agonist = D3 dopamine receptor (human) agonism. P35462. max activation, %. actives 0.58% (n = 410,000). D3R DiscoveRx beta-arrestin cells, luminescence, 90 min. AID 652048; in the data active = max activation above about 30%; note: 0% is about no effect; mostly tested at two doses, the higher about 12 µM
Target sequence (P35462 whole entry, looked up): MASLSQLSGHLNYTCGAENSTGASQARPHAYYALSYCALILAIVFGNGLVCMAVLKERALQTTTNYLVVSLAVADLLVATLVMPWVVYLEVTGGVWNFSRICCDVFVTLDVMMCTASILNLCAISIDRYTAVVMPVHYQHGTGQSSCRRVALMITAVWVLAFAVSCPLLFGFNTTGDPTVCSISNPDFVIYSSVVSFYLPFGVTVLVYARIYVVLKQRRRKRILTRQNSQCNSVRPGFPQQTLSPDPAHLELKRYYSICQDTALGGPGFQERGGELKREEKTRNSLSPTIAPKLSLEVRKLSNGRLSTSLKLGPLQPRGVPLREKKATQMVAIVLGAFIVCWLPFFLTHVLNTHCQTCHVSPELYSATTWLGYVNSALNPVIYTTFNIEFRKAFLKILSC
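Cells at 1500/well, incubated overnight, then treated with pinned compounds (dopamine as control) for 90 min at 37 degrees C. DiscoveRx reagent added for 30 - 60 minutes at room temperature; luminescence read.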
GLP1R cytotox = cytotoxicity in counter-screen for GLP-1R inverse agonists | HEK293 cAMP-luciferase reporter cells, luminescence, 24 h | Potency, µM (doses to about 38.3 µM), for inactives: top-dose activity change, negative = inhibition, actives largely listed as inhibitors | actives 0.13% (n = 410,000) | AID 624418;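 note: loss of luciferase light is scored as toxicity; potency is the fitted concentration of half-maximal effect; % is set by controls: 0 for no effect and ±100 for the full control effect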
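Luminescence readout: signal drop marks cytotoxicity. Plated cells grew 12 h at 37 °C, 5% CO2, received 23 nL compound for 24 h, then got luciferase reagent, read after 12 min at RT.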
KB-V1 MDR tox = kills drug-selected multidrug resistant KB-V1 cells; KB-V1 MDR cells viability, CellTiter-Glo, 72 h; Potency, µM (top dose mostly 46.1 µM), without a hit: at the highest dose activity change, negative = cytotoxicity, actives largely listed as cytotoxic; AID 1347076; actives 3.4% (n = 400,000); note: potency is the fitted concentration of half-maximal effect; % is set by controls: 0 for no effect and ±100 for the full control effect; nearly all actives have a fitted effect of over 60% in size
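Following 72 h at 37 degrees C with compound, KB-V1 cell viability was read by CellTiter-Glo luminescence, medium being phenol-red-free DMEM plus 10% FBS; concentration-response parameters came from normalized, curve-fitted qHTS data.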
IL-1B inflam inh = inflammasome signaling inhibition, IL-1 beta readout; THP-1 LPS/ATP IL-1B secretion, AlphaLISA, 16 h; active compounds read low; activity change, % at 57.5 µM; actives 4.7% (n = 360,000); in the data active = activity change below about -50%; inconclusive = mostly about -30% to -49%; note: % is set by controls: 0 for no effect and ±100 for the full control effect
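THP-1 cells pretreated 1 hr with compounds (up to 57.5 uM final), then stimulated with LPS (250 ng/mL final) plus ATP (1.25 mM final); secreted IL-1B measured by AlphaLISA after 16 hr, decreased signal indicating inhibition.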
MCF10A rerep = inducers of DNA re-replication in MCF 10A breast cells. MCF 10A DNA re-replication, Hoechst nuclear intensity, 48 h. Potency, µM (titrated, usually from 46.1 µM), without a hit: at the top dose activity, positive = re-replication, most hits filed as activators. actives 2.9% (n = 350,000). AID 624296; note: potency is the fitted concentration of half-maximal effect; % of control where 0% means no effect; nearly all actives have a fitted effect of over 50% in size
SW480 rereplic = induces DNA re-replication in SW480 colon adenocarcinoma cells; AID 624297; SW480 DNA re-replication, Hoechst DNA content imaging, 48 h; actives 1.8% (n = 340,000); Potency, µM (highest dose often 46.1 µM), for the others: at the top dose re-replication activation, actives largely listed as activators; note: potency is the fitted concentration of half-maximal effect; % of control where 0% means no effect; nearly all actives have a fitted effect of over 55% in size
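Treated cells incubate 48 hr (37 C, 5% CO2), are stained 40 min with Hoechst, and nuclear fluorescence is enumerated; a rise in nuclei with high DNA signal marks re-replication.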
HT1080-NT tox = kills 2HG-producing HT-1080-NT fibrosarcoma cells; HT-1080-NT fibrosarcoma viability, CellTiter-Glo ATP luminescence, 48 h; AID 686970; Potency, µM (titrated, usually from 46.1 µM), inactives show at the highest dose activity, negative = less viability, hits mostly cytotoxic; actives 1.6% (n = 360,000);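 note: NT is the 2HG producing partner of a matched IDH1 knockdown line; potency is the fitted concentration of half-maximal effect; 0% = DMSO-treated cells and -100% = media-only wells without cells; nearly all actives have a fitted effect of over 55% in size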
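Viability by CellTiter-Glo luminescence after 48 h compound exposure at 37C of HT-1080-NT cells (750/well, RPMI, 5% FBS). % activity scaled between DMSO wells and medium-only wells, then curve-fitted and categorized by curve class.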
HT1080 IDH1KD tx = toxicity to HT-1080 IDH1 knockdown cells (counter line); AID 686971; actives 2% (n = 360,000); Potency, µM (doses to about 46.1 µM), for inactives: at the highest dose activity, negative = toxicity, hits mostly cytotoxic; HT-1080 IDH1 knockdown viability, ATP luminescence, 48 h;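 note: potency is the fitted concentration of half-maximal effect; 0% = DMSO wells and -100% = cell-free medium wells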
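Cytotoxicity counter-line: IDH1KD HT-1080, 48 h, CellTiter-Glo. Curves classed by r2, magnitude and activity.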
* = called active by the depositor; ? = inconclusive; . = no result given; [ ] = dose if it differs, or a comment. Unless noted, calls come from the whole dose curve; as a rule, active = well fitted curve in the direction sought with a large enough effect; inconclusive = small, poorly fitted or top-dose-only effect, or another doubt; inactive = no such curve, though single readings can be large; an effect the other way counts as inactive or inconclusive. Random draw from the library; overall some 11% were active at least once.

(1) O=C(COC(=O)c1cc(S(=O)(=O)Nc2ccccc2Cl)ccc1O)Nc1ccc(F)c(F)c1F
(2) O=C(NCc1ccc(F)cc1)c1ccc(CS(=O)(=O)Cc2ccccc2F)o1
(3) C=CCOC(=O)C1=C(C)NC(SCC(=O)N(CC)CC)=C(C#N)C1c1ccccc1 (stereo not given)
(4) Cc1cccc(C(=O)Nc2sc(-c3ccccc3)cc2C(=O)O)c1
(5) COc1ccc(-c2sc(Nc3ccccc3)n[n+]2-c2ccccc2)cc1Br
(6) CCc1ccc(NC(=O)c2cc(-c3ccco3)on2)cc1
(7) O=C(OCC1CC(c2ccccc2)=NO1)c1ccc(Br)cc1 (stereo not given)
(8) CCNC(=O)C1(C)CCN(C(=O)c2cc(C)oc2C)C1 (stereo not given)
(9) O=S(=O)(c1cccc2ccccc12)N1CCC2CC1c1cc(Cl)ccc12 (stereo not given)
(10) COc1ccc(OC)c(NC(=O)c2ccc(CSc3nnc(C)s3)cc2)c1
entry no.	1	2	3	4	5	6	7	8	9	10
GLP1R cytotox	-2%	-14%	18%	-13%	0%	-54%	5%	-5%	-3%	2%
MCF10A rerep	?	-8%	?	?	?	24%	-2%	.	?	-10%
KB-V1 MDR tox	20%	-21%	?	0%	-11%	9%	28%	4%	13%	0%
HT1080-NT tox	6%	0%	-22%	-3%	-20%	-7%	8%	16%	4%	15%
KB-3-1 cytotox	1%	-2%	?	-2%	-24%	2%	19%	0%	18%	8%
HT1080 IDH1KD tx	4%	-13%	?	-4%	-26%	-4%	8%	19%	-5%	-2%
IL-1B inflam inh	25	-6	-51*	0	?	?	7	25	30	-60*
SW480 rereplic	-10%	?	-2%[9.22 µM]	1%	-4%	-4%	1%	.	?	-7%
DRD3 agonist	-2	-7	1	5	5	-27	-7	10	10	4

(11) CSc1ccc(NC(=O)NCCCN2CCN(c3ccccc3F)CC2)cc1
(12) COc1ccc(CCN2C(=O)C3C4C=CC(C5CC45)C3C2=O)cc1OC (stereo not given)
(13) COC(=O)c1ccc(-n2c(C)cc(C(=O)COC(=O)CC3Sc4ccccc4NC3=O)c2C)cc1 (stereo not given)
(14) CCCCN(C(=O)CSc1c(C)c(C)cc(C)c1C)c1c(N)n(CCC)c(=O)[nH]c1=O
(15) Cc1cc(/N=C/N(C)C)on1
(16) CC1CCCC(NC(=O)C2CCN(S(=O)(=O)N3CCC4(CC3)OCCO4)CC2)C1C (stereo not given)
(17) COCc1nc2oc3ccc(F)cc3c(=O)c2cc1C(=O)OC
(18) C/C(Cc1ccccc1)=N/NC(=O)CNC(=O)C(c1ccccc1)c1ccccc1
(19) CC1(C)CC(=O)C2=C(C1)N(Cc1cccnc1)C(=O)C2(NC(=O)C1CC1)C(F)(F)F (stereo not given)
(20) COC(CNS(=O)(=O)c1cccc2nonc12)OC
entry no.	11	12	13	14	15	16	17	18	19	20
GLP1R cytotox	3%	20%	-10%	-19%	-3%	-15%	-3%	1%	6%	3%
MCF10A rerep	0%	-1%	15%	3%	0%	6%	-9%	2%	15%	5%
KB-V1 MDR tox	-5%	?	4%	-5%	23%	0%	-1%	-1%	-10%	23%
HT1080-NT tox	?	4%	-1%	6%	15%	15%	15%	23%	4%	27%
KB-3-1 cytotox	?	-13%	2%	9%	1%	-3%	-12%	-4%	11%	17%
HT1080 IDH1KD tx	?	4%	1%	12%	2%	13%	30%	10%	8%	2%
IL-1B inflam inh	?	18	56	?	-2	17	-1	29	1	12
SW480 rereplic	1%	-4%	-2%	-6%	-9%	-12%	0%	-12%	-10%	-103%[inhibitor]
DRD3 agonist	6	4	5	4	2	-2	0	-1	18	7

(21) Cc1ccc(C(=O)NCCCNC(=O)COc2ccc(Cl)cc2)cn1
(22) CCOC(=O)c1ccc(Nc2c(OCC)c(=O)c2=O)cc1
(23) O=C(Nc1ccccc1)N1CCC(C(=O)N2CCN(c3ccccc3F)CC2)CC1
(24) CCCCNS(=O)(=O)c1cc2c3c(c1)CCN3C(=O)CC2
(25) O=C(NCC1CC1)C1(C(F)(F)F)CC(CCCO)CCCO1 (stereo not given)
(26) CC1=C(C(=O)N2CCOCC2)C(c2ccc(Cl)cc2)NC(=S)N1 (stereo not given)
(27) C/C=C/c1cnc2c(c1)C(=O)N([C@H](C)CO)C[C@@H](C)[C@@H](CN(C)C(=O)NC1CCCC1)O2
(28) O=C(NCCN1CCC(n2c(=O)[nH]c3ccccc32)CC1)c1ccc(F)cc1F
(29) CC(C)c1ccc(/C=C2\SC(N3CCCC3)=NC2=O)cc1
(30) COc1ccc(CN(C)CCCn2cnc3c(OCc4ccccc4)ncnc32)cc1
entry no.	21	22	23	24	25	26	27	28	29	30
GLP1R cytotox	-9%	6%	-10%	-18%	-21%	6%	2%	-4%	-15%	-7%
MCF10A rerep	3%	3%	-3%	-2%	0%	-4%	.	.	?	-6%
KB-V1 MDR tox	-1%	0%	-25%	0%	?	17%	-28%	?	-1%	-27%
HT1080-NT tox	-1%	-1%	0%	0%	0%	-1%	-2%	9%	-17%	-2%
KB-3-1 cytotox	?	12%	0%	2%	9%	0%	-3%	-6%	-2%	?
HT1080 IDH1KD tx	-7%	-2%	11%	2%	13%	12%	-2%	5%	-13%	2%
IL-1B inflam inh	64	-6	5	26	17	3	-1	-20	?	-18
SW480 rereplic	?	-3%	-8%	-5%	-3%	-149%[inhibitor]	.	.	14%	32%[9.22 µM]
DRD3 agonist	-13	-2	8	5	1	4	-5	-14	-1	0

(31) COCOc1ccc(C2CC(=O)c3c(OCOC)cc(OCOC)cc3O2)cc1 (stereo not given)
(32) O=C(CCc1ccccc1)Nc1cccnc1
(33) CCCn1c(-c2ccncc2)n[nH]c1=S
(34) COc1ccc(CC(=O)NNC(=O)c2ccco2)cc1
(35) COc1cc(C(=O)C(=O)c2ccc(OC)c(OC)c2)ccc1O
(36) N/C(=N\OCc1ccccc1)c1nonc1N
(37) CC(C)C(=O)Nc1c(-c2ccccc2)c(=O)c2ccccc2n1C
(38) O=C(CCc1ccncc1)NC1CCCc2c1cnn2-c1cc(F)cc(F)c1 (stereo not given)
(39) COc1ccc(CCN(CC(=O)NCc2ccc(F)cc2)C(=O)c2snc(C(N)=O)c2N)cc1OC
(40) COc1ccc(C2C(C(=O)NCCN3CCOCC3)c3ccccc3C(=O)N2C2CCCCC2)cc1 (stereo not given)
entry no.	31	32	33	34	35	36	37	38	39	40
GLP1R cytotox	-5%	-10%	15%[7.66 µM]	12%	-15%	13%	0%	8%	5%	-6%
MCF10A rerep	-12%	-10%	0%	-1%	-1%	18%	-1%	3%	7%	2%
KB-V1 MDR tox	14%	5%	-2%	5%	12%	21%	-4%	-26%	7%	-1%
HT1080-NT tox	5%	13%	-24%	2%	4%	-10%	9%	-11%	-4%	-10%
KB-3-1 cytotox	0%	-3%	0%	-2%	4%	2%	-7%	0%	0%	1%
HT1080 IDH1KD tx	3%	22%	-3%	10%	10%	4%	23%	18%	4%	-2%
IL-1B inflam inh	-22	-18	-13	7	6	-4	.	13	-16	32
SW480 rereplic	-28%	-10%	-2%	1%	-2%	?	3%	?	-9%	-3%
DRD3 agonist	-20	-3	2	1	-10	3	-6	-11	5	-10

Reformatted as labelled records: part of the list above.
31: COCOc1ccc(C2CC(=O)c3c(OCOC)cc(OCOC)cc3O2)cc1 (stereo not given)
  GLP1R cytotox: -5%
  MCF10A rerep: -12%
  KB-V1 MDR tox: 14%
  HT1080-NT tox: 5%
  KB-3-1 cytotox: 0%
  HT1080 IDH1KD tx: 3%
  IL-1B inflam inh: -22
  SW480 rereplic: -28%
  DRD3 agonist: -20

37: CC(C)C(=O)Nc1c(-c2ccccc2)c(=O)c2ccccc2n1C
  GLP1R cytotox: 0%
  MCF10A rerep: -1%
  KB-V1 MDR tox: -4%
  HT1080-NT tox: 9%
  KB-3-1 cytotox: -7%
  HT1080 IDH1KD tx: 23%
  IL-1B inflam inh: .
  SW480 rereplic: 3%
  DRD3 agonist: -6

38: O=C(CCc1ccncc1)NC1CCCc2c1cnn2-c1cc(F)cc(F)c1 (stereo not given)
  GLP1R cytotox: 8%
  MCF10A rerep: 3%
  KB-V1 MDR tox: -26%
  HT1080-NT tox: -11%
  KB-3-1 cytotox: 0%
  HT1080 IDH1KD tx: 18%
  IL-1B inflam inh: 13
  SW480 rereplic: ?
  DRD3 agonist: -11

34: COc1ccc(CC(=O)NNC(=O)c2ccco2)cc1
  GLP1R cytotox: 12%
  MCF10A rerep: -1%
  KB-V1 MDR tox: 5%
  HT1080-NT tox: 2%
  KB-3-1 cytotox: -2%
  HT1080 IDH1KD tx: 10%
  IL-1B inflam inh: 7
  SW480 rereplic: 1%
  DRD3 agonist: 1

Carrying on.
(41) Cc1ccc(C(=O)OCC(=O)NC(C)c2ccccc2)cc1C (stereo not given)
(42) CCCCn1c(N)c(N(CC(C)C)C(=O)c2ccc(C)c(S(=O)(=O)N3CCCCC3)c2)c(=O)[nH]c1=O
(43) O=C(OCC1OC(n2ccc(=O)[nH]c2=O)C(Cl)C1O)c1ccccc1 (stereo not given)
(44) O=C(O)c1ccc(Nc2ncnc3c2cnn3Cc2ccccc2)cc1
(45) O=C(O)c1cccnc1Sc1ccccc1
(46) C#CCSc1nc(-c2ccccc2)cc(-c2ccccc2)c1C#N
entry no.	41	42	43	44	45	46
GLP1R cytotox	14%	-11%	-3%	-3%	5%	-6%
MCF10A rerep	-1%	5%	-5%	-35%[inhibitor]	4%	.
KB-V1 MDR tox	?	0%	13%	3%	-2%	17%
HT1080-NT tox	-5%	-12%	2%	0%	0%	.
KB-3-1 cytotox	0%	3%	10%	11%	2%	1%
HT1080 IDH1KD tx	0%	0%	8%	4%	16%	.
IL-1B inflam inh	5	-26	-5	70	0	.
SW480 rereplic	-3%	-24%	-3%	-11%	0%	.
DRD3 agonist	1	-3	8	5	-6	-2
